Compound activity: PubChem, NCI
NCI-60 one-dose screen, 48 h, at 10 µM unless noted. Numbers give growth in % (100 = growth as untreated, 0 = no growth, -100 = all killed).
HL-60(TB) = HL-60(TB) leukemia cells; 78,000 compounds, 9% hits; AID 1794776; active = growth percent below 10
Numbers without * were called inactive; & = joins results of further samples; ! = a repeat was not active; [ ] = another dose, or the depositor's remark. Not all compounds are listed; the hit share may differ from the screen's.

For COc1cc(/C=N/NC(=O)c2ccc3nc(-c4ccc(Cl)cc4)[nH]c3c2)cc(OC)c1OC the results were HL-60(TB) 32&45.
For CC(C)CC(=O)CC(=O)C(F)(F)F the results were HL-60(TB) 92.
For O=C1OCCN1c1ccccc1 the results were HL-60(TB) 56.
For COc1ccccc1N1C(=N)S/C(=C\c2ccc(OCc3ccccc3F)cc2)C1=O the results were HL-60(TB) 112.
For O=C(N=P(c1ccccc1)(c1ccccc1)c1ccccc1)c1ccccc1 the results were HL-60(TB) 97.
`O=C(CCl)Nc1ccc(C(=O)/C=C/c2cc3ccccc3nc2Cl)cc1` gave HL-60(TB) -17*!.
For CC(=O)Oc1cccc(C2c3cccn3-c3ccccc3N2C(C)=O)c1O (stereo unspecified) the results were HL-60(TB) 87.
`NN1C(=O)c2cnn(-c3ccccc3)c2NC1NN1Cc2ccccc2C1=O` (stereo unspecified) gave HL-60(TB) 100.
Screening O=C1NC(=Nc2ccc(O)cc2)S/C1=C\c1cccs1 returned HL-60(TB) -4.1*.
Cc1ccc(C2=NN3C(C2)c2ccccc2OC3c2ccc3noc(-c4ccccc4)c3c2)cc1 (stereo unspecified) was read as HL-60(TB) 98.
CN(Cc1ccccc1)Cc1ccc([N+](=O)[O-])cc1I was read as HL-60(TB) 85.
For CCC1C(=O)N(C)C(=O)N(C)C1=O the results were HL-60(TB) 95.
For Cc1ccc(C(=O)/C=C/c2ccc(Oc3ccc(Cl)cc3)cc2)cc1 the results were HL-60(TB) 75.
`Cc1c(C(=O)NNC(=O)c2ccc(Cl)cc2)nnn1-c1ccc(Cl)cc1` gave HL-60(TB) 100.
CN1CCN(Cc2c[nH]c3ncnc(N4CCOCC4)c23)CC1 was read as HL-60(TB) 105.
Screening Cc1ccc(O)c(NC(=O)c2ccc(CNc3ccnc(C(F)(F)F)c3)cc2)c1 returned HL-60(TB) 9.2*.
For CC12OC(CC(O)C1O)n1c3ccccc3c3c4c(c5c6ccccc6n2c5c31)C(=O)N(CCN1CCOCC1)C4=O (stereo unspecified) the results were HL-60(TB) 7.5*.
Screening COc1ccc2nc3cc(Cl)ccc3c(N3CCN(c4nccc(Oc5ccccc5)n4)CC3)c2c1 returned HL-60(TB) 98.
`Cc1csc(Nc2cccc(Nc3nc(C)cs3)c2)n1` gave HL-60(TB) 77.
CC(=O)OCCCCCN1C=C/C(=C\C(=O)n2ccc3ccccc32)c2ccccc21 was read as HL-60(TB) 94.
Screening COc1ccc(S(=O)(=O)NCCNc2nccc(-c3c(-c4cccc(F)c4)nc4sccn34)n2)cc1 returned HL-60(TB) 59.
`COc1ccc(/C=C/C=C\C(=O)c2ccc(-n3ccnc3C)cc2)cc1` gave HL-60(TB) 99.
`CC(C)=C(c1ccccc1)c1ccccc1` gave HL-60(TB) 117.
For CCOC(=O)c1c(NC(=O)c2cccc(C(F)(F)F)c2)sc2c1CCCC2 the results were HL-60(TB) 87.
For CCCCCNC(=O)c1ccc(Cl)cc1Cl the results were HL-60(TB) 93.
Screening Cc1cc(NS(=O)(=O)c2ccc(NCc3coc4ccccc4c3=O)cc2)no1 returned HL-60(TB) 103.
O=S(=O)(NCCCNc1cc(-c2cn(-c3ccccc3)nc2-c2cccc(O)c2)ccn1)c1ccccc1 was read as HL-60(TB) 43.
For Cc1cn(C2CCCCC2)c(=O)[nH]c1=O the results were HL-60(TB) 97.
N#CC(C#N)N=Nc1ccc(Cl)cc1Cl was read as HL-60(TB) 53.
Screening CCSCC1CC(O)(c2ccccc2)CC(c2ccc(F)cc2)O1 (stereo unspecified) returned HL-60(TB) -32*.
Cc1ccc(Nc2nc(-c3cc(O)c(C)c(C)c3O)cs2)cc1 was read as HL-60(TB) 9.5*.
COc1ccc2c(c1)C1OCCNC1CC2 (stereo unspecified) was read as HL-60(TB) 106.
O=C(CSc1nnc(-c2ccc(Cl)cc2)n1-c1ccccc1)Nc1ccccc1 was read as HL-60(TB) 91.
Screening C=CCOC(=O)Nc1cccn([C@H](CC(C)C)C(=O)NCCC(C)C)c1=O returned HL-60(TB) 89.
For C=CCOC(c1ccc2c(c1)OCO2)C(C)Br (stereo unspecified) the results were HL-60(TB) 109.
`C[N+](C)(C)CC(=O)NN` gave HL-60(TB) 104.
`CC1=NN(c2ccccc2)C(=O)/C1=C\c1ccccc1` gave HL-60(TB) 91.
`Clc1ccc(-c2nc3c4c(-c5ccccc5)c(-c5ccccc5)n(Cc5ccccc5)c4ncn3n2)cc1` gave HL-60(TB) -28*.
Screening COC(=O)/C=C1/SC(=Nc2ccc(F)cc2)N(CCc2c[nH]c3ccc(O)cc23)C1=O returned HL-60(TB) -8.1*.
For COC(=O)C(=CC(Cl)(Cl)Cl)C(=O)OC the results were HL-60(TB) 101.
`CC(=O)c1ccc(NC(=O)Cn2c(Br)nc3c2c(=O)n(C)c(=O)n3C)cc1` gave HL-60(TB) 85.
NN(c1cccc(C(F)(F)F)c1)c1ccccn1 was read as HL-60(TB) 95.
`NC(=S)CN1CCOCC1` gave HL-60(TB) -13*.
N#CCN(CC#N)CCN(CC#N)CC#N was read as HL-60(TB) 100.
Brc1ccc(C2=NN(c3ccccc3)C(c3cn(-c4ccccc4)nc3-c3ccc(OCc4ccccc4)cc3)C2)cc1 (stereo unspecified) was read as HL-60(TB) 90.
Screening COc1cc(C=C2C(=O)NC(=O)NC2=O)cc(Cl)c1OCCCCC1CCCCC1 returned HL-60(TB) 90.
`Nc1nc(N)c(-c2ccc(Cl)c(Cl)c2)c(C=O)n1` gave HL-60(TB) 83.
COc1cc(Cl)ccc1C was read as HL-60(TB) 107.
Screening O=[N+]([O-])c1ccc(-c2cc3c(Nc4ccc(Cl)c(C(F)(F)F)c4)ncnc3s2)cc1 returned HL-60(TB) -41*.
CC(=O)CC(=O)Nc1ccccc1 was read as HL-60(TB) 120.

Compounds listed so far with bromine:
For C=CCOC(c1ccc2c(c1)OCO2)C(C)Br (stereo unspecified) the results were HL-60(TB) 109.
`CC(=O)c1ccc(NC(=O)Cn2c(Br)nc3c2c(=O)n(C)c(=O)n3C)cc1` gave HL-60(TB) 85.
Brc1ccc(C2=NN(c3ccccc3)C(c3cn(-c4ccccc4)nc3-c3ccc(OCc4ccccc4)cc3)C2)cc1 (stereo unspecified) was read as HL-60(TB) 90.

(next part)
For CCN1CCCC(OC(=O)C(c2ccccc2)C2CCCCC2)C1 (stereo unspecified) the results were HL-60(TB) 105.
`Cc1c(C(=O)/C=C/c2ccc(Cl)cc2)nnn1-c1ccc(Br)cc1` gave HL-60(TB) 105.
N#CC1c2ccccc2C=CN1C(=O)c1ccc(Cl)cc1 (stereo unspecified) was read as HL-60(TB) 90.
`CNC(=O)c1cccc(N2CCc3c2ccc(NC(=O)Nc2ccc(F)c(C(F)(F)F)c2)c3F)c1` gave HL-60(TB) 128.
`CCCCCc1ccc(S(=O)(=O)Nc2cccc(-c3csc(N4CCN(CCO)CC4)n3)c2)cc1` gave HL-60(TB) 71.
Oc1ccccc1C=NCCN=Cc1ccccc1O was read as HL-60(TB) 115.
For CCN(CC)c1ccc(/C=C/c2ccc3cc(C)ccc3[n+]2CC)cc1 the results were HL-60(TB) -41*.
For CCOC(=O)C(CNc1ccccc1)C(=O)OCC the results were HL-60(TB) 101.
N#Cc1c(NN)nc(=S)[nH]c1-c1cccs1 was read as HL-60(TB) 92.
Screening COC1=CC(c2ccc[nH]2)=N/C1=C\c1[nH]c(C)c(C)c1CCC(=O)OCc1ccccc1 returned HL-60(TB) -39*.

Of the compounds above, eight contain an aryl methoxy group.
For COc1cc(/C=N/NC(=O)c2ccc3nc(-c4ccc(Cl)cc4)[nH]c3c2)cc(OC)c1OC the results were HL-60(TB) 32&45.
For COc1ccccc1N1C(=N)S/C(=C\c2ccc(OCc3ccccc3F)cc2)C1=O the results were HL-60(TB) 112.
Screening COc1ccc2nc3cc(Cl)ccc3c(N3CCN(c4nccc(Oc5ccccc5)n4)CC3)c2c1 returned HL-60(TB) 98.
Screening COc1ccc(S(=O)(=O)NCCNc2nccc(-c3c(-c4cccc(F)c4)nc4sccn34)n2)cc1 returned HL-60(TB) 59.
`COc1ccc(/C=C/C=C\C(=O)c2ccc(-n3ccnc3C)cc2)cc1` gave HL-60(TB) 99.
COc1ccc2c(c1)C1OCCNC1CC2 (stereo unspecified) was read as HL-60(TB) 106.
Screening COc1cc(C=C2C(=O)NC(=O)NC2=O)cc(Cl)c1OCCCCC1CCCCC1 returned HL-60(TB) 90.
COc1cc(Cl)ccc1C was read as HL-60(TB) 107.

Next results
Screening CC(C)(C)NC(=O)C1C2C=CC(O2)C1C(=O)O (stereo unspecified) returned HL-60(TB) 136.
`Cc1ccc(C)c(CCC(O)CCl)c1` (stereo unspecified) gave HL-60(TB) 110.
Screening N#C/C(=C\NC(=S)N=Nc1c(O)[nH]c2ccccc12)C(=O)c1ccc2ccccc2c1 returned HL-60(TB) 97.
`NCCc1ccn[nH]1` gave HL-60(TB) 104.
`C/C(=N/NC(N)=O)c1ccc(C)o1` gave HL-60(TB) 92.
COc1ccc(C2Nc3nc(-c4ccncc4)nn3C(N)=C2C#N)cc1 (stereo unspecified) was read as HL-60(TB) 103.
Fc1ccc(-c2nnc(Nc3ccc(C(F)(F)F)cc3)o2)cc1 was read as HL-60(TB) 99.
CCCCCCCCCCCCNC(=S)N/N=C/c1ccc(OC)c(OC)c1 was read as HL-60(TB) 98.
Screening C=CCSc1ccc2c(c1)C(N1CCNCC1)=Nc1ccccc1O2 returned HL-60(TB) 26[8.25 µM].
Screening Cc1ccc(-c2cc(C(=O)N=Nc3c(O)[nH]c4ccc(F)cc34)c3ccccc3n2)cc1 returned HL-60(TB) 88.
For COC(=O)[C@]1(C)CC[C@]2(C)CC[C@]3(C)C(=CC(=O)[C@@H]4[C@@]5(C)CCC(=O)NC(C)(C)[C@@H]5CC[C@]43C)[C@@H]2C1 the results were HL-60(TB) 1.3*[100 µM].
Screening O=C(O)CC1=CCCCC1 returned HL-60(TB) 96.
`COc1ccc(N2C(=O)N(c3ccc(C)cc3)C(=O)C2=S)cc1` gave HL-60(TB) 104.
For CC(C)CNC(=O)C(NC(=O)CC(C)C)P(=O)(O)O (stereo unspecified) the results were HL-60(TB) 101.
CCOC(=O)c1ccc(Nc2ncnc3c2cnn3-c2cccc(Br)c2)cc1 was read as HL-60(TB) 96.
For Nc1c(Br)cccc1Br the results were HL-60(TB) 41.
Screening CC1(C)C(=O)/C(=C\c2ccc(Br)cc2)C[C@]2(C)[C@H]3CC[C@@H]4[C@@H](C(=O)/C=C/c5ccc(Br)cc5)CC[C@@]4(C)[C@]3(C)CC[C@@H]12 returned HL-60(TB) 113.
For CCC1(O)CCCC2C3CCC4CC(=O)CCC4(C)C3C(=O)CC21C (stereo unspecified) the results were HL-60(TB) 117.
For COc1ccc(C2(c3ccc(OC)cc3)c3ccccc3Cc3c(OC)cccc32)cc1 the results were HL-60(TB) 86.
For O=C(Nc1ccccc1)Oc1c(Cl)cc(Cl)c(Cl)c1Cl the results were HL-60(TB) 98.
COc1cc(/C=C\[N+](=O)[O-])ccc1OCc1ccccc1 was read as HL-60(TB) 3.4*.
For CCc1ccc(OCc2cn(CC(=O)Nc3nc4ccccc4s3)nn2)cc1 the results were HL-60(TB) 100.
Screening CC1(C)CC[C@]2(C(=O)NCC(=O)OCc3cn(C4OC(OO)C(O)C(O)C4O)nn3)CC[C@]3(C)C(=CC[C@@H]4[C@@]5(C)CC[C@H](O)C(C)(C)[C@@H]5CC[C@]43C)[C@@H]2C1 (stereo partly specified) returned HL-60(TB) 83.
For O=c1ccn(C2CC=C(CO)O2)c(=O)[nH]1 (stereo unspecified) the results were HL-60(TB) 92.
`COc1ccc(SC2c3ccc(O)cc3Oc3nc(N)c(C#N)c(N)c32)cc1` (stereo unspecified) gave HL-60(TB) 47.
Screening Cc1[nH]c(/C=C/C(=O)c2cccs2)c(C)c1C(=O)NCC(F)(F)F returned HL-60(TB) 93.
Screening COC(=O)c1ccccc1C(=O)OCC(C)(C)[N+](=O)[O-] returned HL-60(TB) 83.
For S=C1N(c2ccccc2)CN(C2CCCCC2)CN1c1ccccc1 the results were HL-60(TB) 96.
CC(C)NCC(O)c1ccc2ccccc2c1 (stereo unspecified) was read as HL-60(TB) 112.
CCCCNC(=O)Oc1ccc(/C(=C(\C)c2ccccc2)c2ccc(OCCCN(C)C)cc2)cc1 was read as HL-60(TB) 71.
CCOC(=O)c1sc(/N=C2\NC(=O)/C(=C/c3ccc(Cl)cc3)S2)nc1C was read as HL-60(TB) 93.
CC(=O)CC(=O)Nc1ccc(NC(=O)CC(C)=O)c(C)c1 was read as HL-60(TB) 106.
Screening CN(C)c1ccc(/C=C/C(=O)c2cc(Cl)ccc2O)cc1 returned HL-60(TB) 58.
c1ccc(-c2n[nH]c(-c3ccccn3)n2)nc1 was read as HL-60(TB) 105.
Cc1ccc(-c2nonc2NC(=O)/C(C#N)=C/c2c(Oc3ccccc3)nc3ccccn3c2=O)cc1 was read as HL-60(TB) 88.
Screening CCn1cc(C(=O)O)c(=O)c2cnc(N3CCCC3)nc21 returned HL-60(TB) 76.
`CC(C)OC(=O)[C@]12CCC(C)(C)C[C@H]1C1=CC[C@@H]3[C@@]4(C)C/C(=C/c5ccncc5)C(=O)C(C)(C)[C@@H]4CC[C@@]3(C)[C@]1(C)CC2` gave HL-60(TB) 71.
Screening CCn1cc(C(=O)O)c(=O)c2cc3c(cc21)OCO3 returned HL-60(TB) 125&111.
For COc1ccc(C2=Nn3c(nnc3-n3[nH]c(=O)c4ccccc4c3=O)SC2)cc1 the results were HL-60(TB) 100.
`COC(=O)[C@]1(C)CC[C@]2(C)CC[C@]3(C)C(=CC[C@@H]4[C@@]5(C)CC(=O)CC(C)(C)[C@@H]5CC[C@]43C)[C@@H]2C1` gave HL-60(TB) 100.
For O=C(c1ccc(Cl)cc1)C1Oc2ccccc2C1O (stereo unspecified) the results were HL-60(TB) 97.
For CCOC(=O)C1=C(C(=O)c2ccc(OC)cc2)C(c2ccc(OC)c(OC)c2)C(C(=O)c2ccc(OC)cc2)=C(C(=O)OCC)N1 the results were HL-60(TB) 95.
NS(=O)(=O)c1ccc(NCCC(=O)c2ccc3ccccc3c2)cc1 was read as HL-60(TB) 112.
